Pf growth 48h: P. falciparum growth inhibition at 48 hours (one generation). P. falciparum luciferase growth in erythrocytes, 48 h. Potency, µM (highest dose often 28.7 µM), without a hit: top-dose activity change, negative = inhibition, actives largely listed as inhibitors. actives 5.9% (n = 310,000). AID 504832; note: potency is the fitted concentration of half-maximal effect; % is set by controls: 0 for no effect and ±100 for the full control effect
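Erythrocytes infected with P. falciparum carrying an integrated firefly luciferase reporter (2% hematocrit, 0.1% parasitemia final) were exposed to compounds in RPMI 1640 with 0.5% Albumax at 37 C, 5% CO2. Growth inhibition was scored as reduced luminescence.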
Pf growth 96h: P. falciparum growth inhibition at 96 hours; P. falciparum luciferase reporter growth, 96 h; actives 6.9% (n = 320,000); Potency, µM (series often up to 28.7 µM), without a hit: at the top dose activity change, negative = inhibition, usual class: inhibitors; AID 504834; note: potency is the fitted concentration of half-maximal effect; % is set by controls: 0 for no effect and ±100 for the full control effect
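Parasite growth measured via integrated firefly luciferase reporter in P. falciparum. Infected erythrocytes at 2% hematocrit, 0.05% parasitemia final were treated 96 hours at 37 C under 5% CO2, and luminescence was read.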
HCV inh: blocks hepatitis C virus; Potency, µM (top dose mostly 41.8 µM), for inactives: at the top dose activity change, negative = inhibition, hits mostly inhibitors; actives 3.4% (n = 340,000); AID 651820; Huh7.5.1 HCVcc-Cre infection, luciferase reporter, 44 h; note: potency is the fitted concentration of half-maximal effect; % is set by controls: 0 for no effect and ±100 for the full control effect
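Seed cells (1,000/well) for 4 h; treat with compound and infect with HCVcc-Cre, moi about 0.5. Incubate 44 h, then detect luciferase activity.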
Shiga inhibitor: Shiga toxin inhibition. Vero cells, Shiga toxin protein synthesis inhibition reporter. inhibition, % at 38.7 µM. actives 9.2% (n = 290,000). AID 2315; in the data active = inhibition mostly above about 28%, no sharp cut-off; inactive = mostly below about 43%; note: 0% is about no effect
CHX counter: counter-screen for Shiga toxin inhibitors: cycloheximide protein synthesis inhibition; cell reporter, cycloheximide protein synthesis inhibition counterscreen; actives 12% (n = 300,000); AID 2314; max response, %; in the data active = max response mostly above about 13%, no sharp cut-off; inactive = mostly below about 14%; note: read at 38.3 µM for the half of the compounds with a filed dose; 0% is about no effect
Giardia FBPA inh: inhibitors of Giardia lamblia fructose-1,6-bisphosphate aldolase; A8B2U2; purified Giardia FBPA; Potency, µM (highest dose often 59.6 µM), for inactives: at the highest dose activity, negative = inhibition, hits mostly inhibitors; actives 0.71% (n = 290,000); AID 2451; note: potency is the fitted concentration of half-maximal effect; % is set by controls: 0 for no effect and ±100 for the full control effect; nearly all actives have a fitted effect of over 55% in size
Target sequence (A8B2U2 whole entry, looked up): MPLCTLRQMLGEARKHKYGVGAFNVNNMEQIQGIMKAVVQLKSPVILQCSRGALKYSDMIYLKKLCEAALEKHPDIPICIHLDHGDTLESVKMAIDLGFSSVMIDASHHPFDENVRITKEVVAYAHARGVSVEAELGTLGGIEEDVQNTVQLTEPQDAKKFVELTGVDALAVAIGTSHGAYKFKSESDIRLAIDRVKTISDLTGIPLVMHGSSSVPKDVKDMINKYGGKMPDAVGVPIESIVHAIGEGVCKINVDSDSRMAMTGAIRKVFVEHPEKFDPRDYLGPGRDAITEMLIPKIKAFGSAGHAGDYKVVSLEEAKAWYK
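40 nM FBPA preincubated 10 min at RT with compound (up to 57.5 uM final), then substrate plus GAPDH/TPI/NAD/arsenate coupling and diaphorase/resazurin added. Fluorescence read after 20 min at RT, 525/598 nm.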
* = called active by the depositor; ? = inconclusive; . = no result given; [ ] = another dose, or the depositor's remark. Unless noted, calls come from the whole dose curve; as a rule, active = well fitted curve in the direction sought with a large enough effect; inconclusive = small, poorly fitted or top-dose-only effect, or another doubt; inactive = no such curve, though single readings can be large; an effect the other way counts as inactive or inconclusive.

SMILES	Pf growth 48h	Pf growth 96h	HCV inh	Shiga inhibitor	CHX counter	Giardia FBPA inh
CCN(CC(=O)Nc1ccc(NC(C)=O)cc1)C(=O)CC1OC(=O)c2ccccc21 (stereo unspecified)	6%	32%[activator]	17%	.	.	.
Cc1cc(C)c2c(CN3CCC(C)CC3)cc(=O)oc2c1	0%	23%	9%	61*	38*	-3%
CCn1cc(-c2nnnn2-c2ccc(Cl)cc2)c(=O)c2ccccc21	-3%	114%[activator]	14%	-4	6	.
CNc1cc(N2CCCCCC2)ccc1[N+](=O)[O-]	-16%	10%	-23%	14	15	-10%
COc1ccc(-n2ccnc2SCC(=O)NCc2ccc(F)cc2)c(OC)c1	13%	41%[activator]	?	-12	11	1%
CN1CCc2nc(NC(=O)c3cccc(OC(F)F)c3)sc2C1	.	?	-9%	23	27*	-8%
COc1cccc(-c2cc3nc4c(c(NCC(C)(C)CN(C)C)n3n2)CCCC4)c1	5%	0%	?	-10	-2	-19%
CCn1cc(CNC(=O)CC2C(=O)NCCN2CC(c2ccccc2)c2ccccc2)cn1 (stereo unspecified)	-4%	?	23%	1	1	-19%
Cc1ccc(C(=O)N2CCN(c3ccccc3)CC2)cc1S(=O)(=O)N1CCOCC1	-22%	-20%	3%	-6	0	-4%
O=C(CCl)NCc1c(Cl)cccc1-n1cccc1	10µM*	12µM*	?	10	-2	6%
Cc1cc(C(=O)NCC(=O)OCC(=O)N(C)C2CCCCC2)ccc1[N+](=O)[O-]	0%	15%	6%	-3	4	0%
Cc1nnc(NC(=O)CCCN2C(=O)c3ccccc3C2=O)s1	10%	-30%[5.75 µM]	8%	-11	-1	1%
CC(NC(=O)Cc1ccccc1)c1nc2ccccc2[nH]1 (stereo unspecified)	3%	13%	20%	7	-1	7%
COc1ccccc1CCNC(=O)CCn1c(=O)c2cccn2c2ccc(F)cc21	-12%	-27%	-26%	18	-13	.
CC1(C)CC(=O)C(Sc2ccccc2)=C(O)C1	32%[activator]	-8%	12%	1	11	-15%
CNC(=O)CS(=O)(=O)CC(=O)Nc1cc(OCCOC)c(Cl)cc1Cl	0%	-10%	-7%	12	-3	1%
O=c1[nH]c(SCc2n[nH]c(=S)n2-c2ccccc2)nc2ccccc12	3%	.	8%	14	-3	9%
CC(=O)Nc1sc2c(c1CN1CCN(C)CC1)CCCC2	2%	23%	-1%	5	-1	4%
CC(=O)NS(=O)(=O)c1ccc(NC(=S)NC(=O)COc2ccccc2C)cc1	14%	20%	3%	-4	-4	12%
COc1ccccc1CNC(=O)C1CCN(c2ncnc3c2nc2n3CCCCC2)CC1	-9%	-14%	12%	-3	6	-9%

An excerpt of these results, with two lines to a compound.
Every second line gives: Pf growth 48h, Pf growth 96h, HCV inh, Shiga inhibitor, CHX counter, Giardia FBPA inh
> COc1ccc(-n2ccnc2SCC(=O)NCc2ccc(F)cc2)c(OC)c1
  13%, 41%[activator], ?, -12, 11, 1%
> CNc1cc(N2CCCCCC2)ccc1[N+](=O)[O-]
  -16%, 10%, -23%, 14, 15, -10%
> CCn1cc(-c2nnnn2-c2ccc(Cl)cc2)c(=O)c2ccccc21
  -3%, 114%[activator], 14%, -4, 6, .
> CCn1cc(CNC(=O)CC2C(=O)NCCN2CC(c2ccccc2)c2ccccc2)cn1 (stereo unspecified)
  -4%, ?, 23%, 1, 1, -19%
> CN1CCc2nc(NC(=O)c3cccc(OC(F)F)c3)sc2C1
  ., ?, -9%, 23, 27*, -8%

(continued)
SMILES	Pf growth 48h	Pf growth 96h	HCV inh	Shiga inhibitor	CHX counter	Giardia FBPA inh
Cc1csc(SCC(=O)NCc2ccc3c(c2)OCO3)n1	120%[activator]	23%	10%	4	6	3%
O=C(Cc1c(C(=O)O)[nH]c2ccccc12)NC1CCCC1	18%	6%	-1%	14	-2	9%
O=C(Nc1sc2c(c1C(=O)O)CCC2)c1ccccc1F	50%[activator]	2%	3%	15	-2	?
Cc1ccccc1Nc1c(C)c(C)nc2ncnn12	25%	?	11µM*	.	-1	3%
CCn1cc(S(=O)(=O)NC2CCCCC2)cn1	-9%	?	8%	-18	-2	.
O=C(NNC(=O)c1ccccc1-n1cccc1)c1ccc(Cl)nc1	-21%	15%	3%	.	.	.
N#C/C(=C/c1ccc(-c2ccccc2[N+](=O)[O-])o1)C(N)=O	6%	?	17%	19	11	-27%
CC(C)C[C@H](NC(=O)c1nc[nH]c1C(=O)N[C@@H](CC(C)C)C(=O)OCc1ccccc1)C(=O)OCc1ccccc1	?	12µM*	?	-1	1	-14%
Cc1ccc(-c2cnc(C3CC3)o2)cc1S(=O)(=O)Nc1ccccc1	?	15µM*	?	-3	-8	.
CC1(C)NC(=O)N(CCOc2cccc(Cl)c2Cl)C1=O	9%	.	0%	-8	-2	-4%
CCOc1cccc(OCCn2cnc3ccccc3c2=O)c1	68%[activator]	10µM*	0%	35*	13	2%
CC1CCC(NC(=O)CC(NC(N)=O)c2ccccc2Cl)CC1 (stereo unspecified)	17%	79%[activator]	7%	57	31*	4%
O=S(=O)(Cc1ccccc1)N1CCN(C/C=C/c2ccccc2)CC1	-5%	?	?	7	2	-3%
COC(=O)c1ccc(C(=O)OC)c(NC(=S)N2CCN(C)CC2)c1	10%	-26%	-1%	-8	-3	2%
COc1cccc(-c2cc(C(=O)Nc3ccc4c(c3)OCO4)no2)c1	48%[activator]	-14%	6%	2	-3	2%
NC(N)=NS(=O)(=O)c1ccc(NC(=S)Nc2ccc(F)cc2)cc1	-10%[0.00184 µM]	25%	5%	-7	-2	?
COc1ccc(CCNC(=O)CN2C(=O)COc3ccc(S(=O)(=O)N4CCCC4)cc32)c(OC)c1	-29%	9.3µM*	?	-10	2	-8%
Cc1ccc(C)c(NC(=O)CN(C)C(=O)c2ccccc2OCc2ccc(Cl)cc2)c1	?	?	?	.	.	.
Cc1cc(C)n(C(=O)CCN2C(=O)c3ccccc3C2=O)n1	15%	-1%	2%	-11	12	-1%
O=c1[nH]c(=O)n(Cc2ccc(F)cc2)c(O)c1C=Nc1ccc(Cl)cc1	0%	-1%	-5%	17	2	1%
CC(Cc1ccccc1)NC(=O)c1cc2ccccc2o1 (stereo unspecified)	-23%	-2%	-3%	141*	59*	4%
O=C(O)c1ccc(CNCc2ccc(Cl)cc2Cl)cc1	-3%	.	-8%	4	-1	2%
COc1cccc(NC(=O)NCc2c(-c3ccccc3)noc2C)c1	?	-27%	-27%	-17	-2	4%
CCN(CC)C(=O)C(=O)N/N=C/c1ccc(F)cc1	28%	4%	9%	0	-1	1%
CC1(C)Cc2nc3n[nH]c(N)c3cc2CO1	14%	8%	-2%	15	-2	5%
CCOC(=O)c1cc(-c2ccc(N)cc2)sc1N	-55%	-24%	?	66*	54*	-4%
Cc1ccc(C)c(NC(=O)CN(C)C(=O)c2ccc(-c3cccc(C(F)(F)F)c3)o2)c1	1.9µM*	1.3µM*	-7%	.	.	.
Cc1ccc(S(=O)(=O)N(C)C)cc1NC(=O)Nc1ccccc1F	?	?	5%	-7	-2	-16%
Clc1ccccc1-c1nnc(-c2cccnc2)o1	58%[activator]	61%[activator]	9%	58	25*	1%
Nc1nc(N)c(N=Nc2ccc(SCC(=O)O)cc2)c(=O)[nH]1	20%	9%	-6%	-3	-7	-17%
CCCOc1ccc(-c2nc(C#N)c(N3CCN(CC)CC3)o2)cc1	?	10µM*	-20%	-2	-1	0%
CC(C)CN1C(=O)NC(NS(=O)(=O)c2ccc(N)cc2)(C(F)(F)F)C1=O (stereo unspecified)	-17%	-6%	24%	-2	-2	5%
O=C(CN1C(=O)NC2(CCCCC2)C1=O)NC1CCCc2ccccc21 (stereo unspecified)	10%	?	15%	-12	-5	0%
COCCNC(=O)c1ccc(CN2CCOCC2)cc1	0%	-22%	12%	12	0	2%
CCCc1c(C(=O)N/N=C(\C)CCc2ccccc2)nnn1-c1nonc1N	33%[activator]	8%	-8%	-6	4	-5%
Cc1sc(NC(=O)c2ccco2)c(C(c2ccc(F)cc2)N2CCN(C)CC2)c1C (stereo unspecified)	?	?	-17%	32	14	7%
COC(=O)C1=C(O)/C(=C/c2ccc(OCC(=O)Nc3ccccc3)cc2)N=C1C	-11%	7%	-29%	-19	-5	.
Cc1ccc(-n2c(COc3c(C)cccc3C)nnc2SCC(=O)Nc2nccs2)cc1	.	?	16%	-11	-4	1%
CCOc1ccc(N2C(=O)Nc3ccccc3C2(O)C(=O)NCc2ccccc2)cc1 (stereo unspecified)	-11%	?	-21%	26	8	6%
COc1ccc(-c2cc(C(=O)N3CCCC(C(F)(F)F)C3)c3ccccc3n2)cc1 (stereo unspecified)	?	-107%	?	.	.	.
O=C(NCC1CCCO1)c1ccc(NC(=O)C2CCCCC2C(=O)O)cc1 (stereo unspecified)	4%	.	2%	-13	0	5%
COc1cc(C(=O)NCc2ccccc2)ccc1OC(F)F	4%	?	0%	-3	0	1%
CCCCNC(=O)OCCNC(=O)Oc1cccc(C)c1	-1%	.	-6%	-12	1	7%
CC(C)C(=O)OCCN=C1NS(=O)(=O)c2ccccc21	.	0%	14%	-10	-4	-1%
CN(C)N(C(=O)c1cc(-c2cccs2)nn1-c1ccccc1)C1CCS(=O)(=O)C1 (stereo unspecified)	?	5.2µM*	-22%	.	.	.
COc1ccc(C2=NN(C)C(=NCc3ccccc3)SC2)cc1	51%[activator]	86%[activator]	7.9µM*	38*	14	1%
Cc1cc(C(=O)NNC(=S)NCc2ccco2)nn1C	17%	8%	11%	23	3	-3%
CCOC(=O)c1c(CNCCN(CC)CC)n(C)c2cc(Br)c(OC)cc12	.	-5%	?	-13	-3	-17%
CC(=O)NC(Nc1nc2c(s1)CCCC2)(C(F)(F)F)C(F)(F)F	-23%	?	2%	-6	-2	-9%
CCOC(=O)c1c(C)n(C)c2ccc(OC(C)C(=O)OC)cc12 (stereo unspecified)	-5%	.	?	-2	-5	0%
COc1ccc(C(CNC(=O)Nc2ccc(Cl)cc2)N2CCN(C)CC2)cc1 (stereo unspecified)	?	?	?	10	0	7%
O=C(O)CCCn1cc(NC(=O)COc2cccc(Cl)c2)cn1	-11%	15µM*	.	13	-2	-9%
O=C(CSc1ncnc2c1oc1ccccc12)OCc1ccccc1	8%	0%	12%	-13	-2	-6%
COc1ccc(CCNC(=O)COC(=O)CNS(=O)(=O)c2ccc(SC)c([N+](=O)[O-])c2)cc1	-15%	-28%	-9%	.	.	.
COc1ccc(C[C@H]2CN3C(=NC[C@H]3Cc3ccccc3)N2CCNC(=O)c2ccc(C)c(Br)c2)cc1	5.2µM*	1.7µM*	-14%	-13	-7	-1%
CCc1cc(=O)n2[nH]c(-c3ccccc3)c(-c3ccccc3)c2n1	18%	1%	-22%	-3	2	-1%
COc1ccc(CNc2nc(-c3cccnc3)nn2C(=O)c2cccs2)cc1	18%	?	?	13	29*	-2%
Cc1nnc(SCC(=O)NNC(=O)CC#N)[nH]c1=O	18%	?	0%	-9	-2	?
COc1ccc(S(=O)(=O)N2CCC(C(=O)N[C@@H](C)C(=O)NC3CCCC3)CC2)cc1	22%	-10%	12%	-3	-3	.
Cc1cccc(N(CC(=O)NCc2ccco2)C(=O)CNS(=O)(=O)c2ccc(F)cc2)c1	-16%	11%	3%	20	-2	-1%
Cc1nn(C(C)(C)C)c(C)c1/C=N/OC(=O)Nc1ccc(Cl)c(Cl)c1	39%[activator]	116%[activator]	-27%	-18	-4	-14%
COc1ccc(CNc2nc(SCC(=O)NCc3ccco3)nc3ccccc23)cc1	9.3µM*	-17%	?	18	4	7%
CCN(CC)C(=O)c1ccc(C(=O)c2ccccc2)cc1	.	94%[activator]	?	37	32*	3%
